Screening results from PubChem BioAssay.
G9a block: G9a (human) methyltransferase inhibition; 350,000 compounds, 8.8% hits; AID 504332; Potency, µM (doses to about 102 µM), for inactives: at the highest dose activity, negative = inhibition, most hits filed as inhibitors; Q96KQ7; G9a H3K9 monomethylation, AlphaScreen, 2 h; further: potency means the concentration at half of the fitted maximal effect; on the % scale 0 is the no-effect control and ±100 the full control effect; nearly all actives have a fitted effect of over 75% in size
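Compounds were preincubated with 20 nM G9a for 15 min, after which biotinylated H3K9 peptide (500 nM) and SAM (20 uM) started a 2 h room-temperature reaction. Monomethylated product was quantified by antibody-based AlphaScreen chemiluminescence.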
BAZ2B inh: blocks human BAZ2B. Q9UIF8. AlphaScreen BAZ2B-H3K14Ac peptide displacement. Potency, µM (titrated, usually from 114 µM), without a hit: at the highest dose activity change, negative = inhibition, actives largely listed as inhibitors. 360,000 compounds, 4.4% hits. AID 504333; further: potency means the concentration at half of the fitted maximal effect; on the % scale 0 is the no-effect control and ±100 the full control effect; nearly all actives have a fitted effect of over 60% in size
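In this displacement format the biotinylated H3(5-23) peptide acetylated at Lys14 serves as ligand at 50 nM, with BAZ2B at 50 nM in PBS pH 7.4 containing 0.01% Tween-20. Donor and acceptor beads are 10 ug/mL final.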
ALOX12 inh: ALOX12 (human) lipoxygenase inhibition | 580,000 compounds, 1.1% hits | purified 12hLO, xylenol orange hydroperoxide absorbance | P18054 | Potency, µM (titrated, usually from 108 µM), without a hit: at the highest dose activity change, negative = inhibition, actives largely listed as inhibitors; further: potency means the concentration at half of the fitted maximal effect; on the % scale 0 is the no-effect control and ±100 the full control effect
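Purified human 12hLO (150 nM final) in 25 mM Hepes, 0.01% Triton X-100, pH 7.0 was preincubated 15 min at room temperature with compound. Then 40 uM arachidonic acid was added, 30 min. Hydroperoxide was read by Fe-XO absorbance ratio 573/405 nm.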
GLS inh: glutaminase GLS (human) inhibition. O94925. 410,000 compounds, 0.21% hits. GLS enzymatic activity, qHTS titration. Potency, µM (series often up to 45.5 µM), for the others: top-dose activity change, negative = inhibition, most hits filed as inhibitors; further: potency means the concentration at half of the fitted maximal effect; on the % scale 0 is the no-effect control and ±100 the full control effect
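Read-out is an Amplex red fluorescence increase coupled through glutamate oxidase and HRP, measured before and after 30 min room-temperature incubation. hKGA is in 45 mM KH2PO4 (pH 8.2) with 0.02% Tween-20; glutamine added as 1mM solution.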
PI4K2A block: blocks human PI4K2A kinase activity; Q9BTU6; purified PI4K2A, ADP-Glo luminescence, 1 h; hits give low values; activity change, negative = inhibition, % at 76.9 µM; 420,000 compounds, 0.13% hits; in the data active means activity change below about -50%; inconclusive means mostly about -30% to -49%;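 further: -100% = wells without enzyme as full effect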
Target sequence (Q9BTU6 whole entry, looked up): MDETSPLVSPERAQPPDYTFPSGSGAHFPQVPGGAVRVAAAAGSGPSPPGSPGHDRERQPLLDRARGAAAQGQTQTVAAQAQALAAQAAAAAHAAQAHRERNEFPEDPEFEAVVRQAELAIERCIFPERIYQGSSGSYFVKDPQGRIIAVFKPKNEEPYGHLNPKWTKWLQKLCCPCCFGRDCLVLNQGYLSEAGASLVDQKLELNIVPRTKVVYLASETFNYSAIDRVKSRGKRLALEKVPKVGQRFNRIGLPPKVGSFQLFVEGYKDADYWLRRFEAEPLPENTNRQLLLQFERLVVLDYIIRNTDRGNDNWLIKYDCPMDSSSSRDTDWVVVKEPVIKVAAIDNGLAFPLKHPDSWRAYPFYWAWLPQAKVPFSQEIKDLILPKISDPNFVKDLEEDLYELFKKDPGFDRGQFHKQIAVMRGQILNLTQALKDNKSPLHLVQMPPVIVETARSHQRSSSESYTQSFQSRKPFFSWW
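Compounds are screened against recombinant PI4K2A using PI as substrate and ATP, the latter dispensed at 300 microM. Reactions run one hour at ambient temperature before ADP-Glo detection; full inhibition defined by wells lacking enzyme.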
RGS4 inhibitor: blocks human RGS4-accelerated GTP hydrolysis | 390,000 compounds, 0.039% hits | P49798 | Potency, µM (highest dose often 114 µM), for inactives: at the top dose activity change, negative = inhibition, most hits filed as inhibitors | Transcreener GDP fluorescence polarization, RGS4-accelerated GTP hydrolysis; further: potency means the concentration at half of the fitted maximal effect; on the % scale 0 is the no-effect control and ±100 the full control effect; nearly all actives have a fitted effect of over 75% in size; some results filed as inactive show a strong effect at the top dose
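MLSMR compounds (23 nl, pin-transferred) preincubated 10 min at room temperature with a 500nM (2x) first reagent, then RGS4 at 900nM (2x) plus Transcreener GDP mix added; fluorescence polarization (620/688 nm) read before and after 90 min at 30 °C.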
HP1b binding inh: inhibitors of HP1-beta chromodomain binding to methylated histone tails | AID 540317 | Potency, µM (doses to about 114 µM), inactives show top-dose activity change, negative = inhibition, most hits filed as inhibitors | AlphaScreen HP1-beta / biotin-H3K9me3 peptide binding | 390,000 compounds, 0.56% hits | P83916; further: potency means the concentration at half of the fitted maximal effect; nearly all actives have a fitted effect of over 70% in size; inactives centre near 23
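Compound inhibition of the preformed complex between 50 nM HP1-beta and 50 nM biotinylated H3K9me3 peptide was read by AlphaScreen. Buffer was PBS pH 7.4 with 0.01% Tween-20. Incubations ran 30 min at room temperature, with 10 ug/mL donor/acceptor beads.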
ERG-DNA inh: ERG Ets/DNA interaction inhibition; AID 624246; fluorescence polarization, His-ERG Ets domain / labelled DNA; P11308; 370,000 compounds, 0.028% hits; Potency, µM (series often up to 76.9 µM), inactives show top-dose FP activity, negative = inhibition, usual class: inhibitors; active means well fitted inhibition curve with a large enough effect in the polarisation, with a control signal flat; inconclusive means small, poorly fitted or top-dose-only effect, or effect the other way, or a change in a side signal; inactive means no such curve, though single readings can be large or run the other way; the % refers to the polarisation;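 further: polarization taken with two DNA probes labelled with fluorescein and Texas red; potency means the concentration at half of the fitted maximal effect; % of control where 0% means no effect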
Target sequence (P11308 whole entry, looked up, the tested form may be a part): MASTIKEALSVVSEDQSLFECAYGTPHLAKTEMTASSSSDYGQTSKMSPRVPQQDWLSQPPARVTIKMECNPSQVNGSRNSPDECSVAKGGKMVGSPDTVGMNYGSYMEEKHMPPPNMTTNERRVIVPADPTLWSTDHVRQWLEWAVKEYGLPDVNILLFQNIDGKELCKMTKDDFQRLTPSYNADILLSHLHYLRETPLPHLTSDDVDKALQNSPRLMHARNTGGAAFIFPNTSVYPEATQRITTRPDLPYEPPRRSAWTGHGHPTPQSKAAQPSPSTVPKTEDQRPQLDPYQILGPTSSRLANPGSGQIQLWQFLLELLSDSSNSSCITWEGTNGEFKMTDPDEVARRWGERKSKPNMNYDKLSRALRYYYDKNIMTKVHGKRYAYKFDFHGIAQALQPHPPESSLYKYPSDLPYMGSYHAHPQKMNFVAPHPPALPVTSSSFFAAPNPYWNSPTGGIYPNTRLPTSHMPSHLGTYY
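His-tagged ERG Ets domain (1 uM in the protein solution; 300mM KCl, 50mM Tris-HCl, 1mM EDTA, 1mM DTT, pH 7.5) received compound, then a probe mix of 5 nM fluorescein-DNA and 100nM Texas-615-DNA. Fluorescence polarization was read for both dyes.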
JMJD2A Tudor: inhibitors of human JMJD2A Tudor domain; AID 504339; 390,000 compounds, 4.4% hits; Potency, µM (series often up to 114 µM), for inactives: at the top dose activity change, negative = inhibition, usual class: inhibitors; AlphaScreen JMJD2A-Tudor / H3K4me3 peptide binding; further: potency means the concentration at half of the fitted maximal effect; on the % scale 0 is the no-effect control and ±100 the full control effect; nearly all actives have a fitted effect of over 50% in size
The depositor's hits bear a star; i = inactive; u = inconclusive; x = not tested or not shown; [ ] = dose if it differs, or a comment. Unless noted, the call rests on the fitted dose curve; in most records, active means well fitted curve in the direction sought with a large enough effect; inconclusive means small, poorly fitted or top-dose-only effect, or another doubt; inactive means no such curve, though single readings can be large; an effect the other way counts as inactive or inconclusive. This is a subset; count on the stated rates, not on these rows.

SMILES | G9a block | BAZ2B inh | ALOX12 inh | GLS inh | PI4K2A block | RGS4 inhibitor | HP1b binding inh | ERG-DNA inh | JMJD2A Tudor
C=CCNC(=S)N1CCC(C(=O)c2ccc(Cl)cc2)CC1 | -27% | 0% | 1% | 2% | -4 | -8% | 42%[activator] | 6% | -2%
O=C(CCC1CCCC1)NNC(=O)c1cc2ccccc2cc1O | 6% | u | -2% | -2% | -3 | -28% | 13% | -10% | u
CCc1nn(CC(=O)N2CCN(c3cccc(Cl)c3)CC2)c(=O)c2cc3sccc3n12 | 1%[59 µM] | -2% | -7% | -16% | 1 | 1% | 32% | -4% | 5%
O=C(CN1CCOCC1)N/N=C/c1cccc2ccccc12 | x | 5% | 31%[activator] | 0% | 3 | -11% | 51%[activator] | -2% | -2%
CCOc1cc(C#N)c(NC(=O)c2ccnn2C)cc1OCC | -49% | -3% | i | -12% | 6 | -6% | 45%[activator] | 18% | -10%
O=C(CSc1nnc(NC(=O)c2cccc(F)c2)s1)NC1CC1 | 5% | -12% | -10% | -4% | 0 | 10% | 30% | 18% | -17%
CCOC(=O)C1CCN(Cc2cn(C)nc2-c2ccc(Oc3ccccc3)cc2)CC1 | x | -2% | -15% | 1% | -2 | 4% | 40% | 6% | -15%
CCOC(=O)C1=c2s/c(=C\c3cccnc3)c(=O)n2C(N)=C(C(=O)OC)C1c1cccnc1 (stereo unspecified) | -47%[59 µM] | -4% | -2% | -1% | 2 | -9% | 32% | 0% | -7%
CCOC(=O)C1=C2N(C)c3ccccc3N2CCC1=O | -10%[12.7 µM] | 0% | -1% | 12% | 13 | 22% | 27% | -6% | 8%
COc1ccc(N2C(=O)CCC(C(=O)O)C2c2ccc(OC)c(OC)c2)cc1 (stereo unspecified) | -138% | 1% | -19% | -5% | 5 | -20% | 39% | -1% | 7%
CC(NC(=O)Cn1cnc2c1c(=O)n(C)c(=O)n2C)c1ccccc1 (stereo unspecified) | 1% | 0% | i | -10% | 3 | -1% | 44%[activator] | -12% | -8%
Cc1cc(N2CCN(c3ccccc3Cl)CC2)n2cc(-c3ccccc3)nc2n1 | 50µM* | u | -10% | 6% | 7 | -11% | 0% | -13% | u
Cc1ccc(C(=O)CNc2cccc(Cl)c2)cc1 | -2% | 10% | u | 4% | 0 | -42% | -3% | -9% | -10%[57.1 µM]
COc1cccc2c1Oc1ncccc1N(C(=O)CCC(=O)NCc1ccc(OC(C)C)cc1)C2 | -3%[59 µM] | 5%[57.1 µM] | 4% | -14% | 6 | -9% | -3% | 4% | -18%
COc1ccc(C(c2nnnn2Cc2cccs2)N2CCN(c3ccccc3)CC2)cc1OC (stereo unspecified) | u | -36% | -1% | 8% | 1 | -38% | -2% | 5% | -31%

An excerpt from above in order of count of non-hydrogen atoms, rising.
SMILES | G9a block | BAZ2B inh | ALOX12 inh | GLS inh | PI4K2A block | RGS4 inhibitor | HP1b binding inh | ERG-DNA inh | JMJD2A Tudor
Cc1ccc(C(=O)CNc2cccc(Cl)c2)cc1 | -2% | 10% | u | 4% | 0 | -42% | -3% | -9% | -10%[57.1 µM]
CCOc1cc(C#N)c(NC(=O)c2ccnn2C)cc1OCC | -49% | -3% | i | -12% | 6 | -6% | 45%[activator] | 18% | -10%
O=C(CCC1CCCC1)NNC(=O)c1cc2ccccc2cc1O | 6% | u | -2% | -2% | -3 | -28% | 13% | -10% | u
COc1ccc(N2C(=O)CCC(C(=O)O)C2c2ccc(OC)c(OC)c2)cc1 (stereo unspecified) | -138% | 1% | -19% | -5% | 5 | -20% | 39% | -1% | 7%
CCc1nn(CC(=O)N2CCN(c3cccc(Cl)c3)CC2)c(=O)c2cc3sccc3n12 | 1%[59 µM] | -2% | -7% | -16% | 1 | 1% | 32% | -4% | 5%
CCOC(=O)C1=c2s/c(=C\c3cccnc3)c(=O)n2C(N)=C(C(=O)OC)C1c1cccnc1 (stereo unspecified) | -47%[59 µM] | -4% | -2% | -1% | 2 | -9% | 32% | 0% | -7%
COc1ccc(C(c2nnnn2Cc2cccs2)N2CCN(c3ccccc3)CC2)cc1OC (stereo unspecified) | u | -36% | -1% | 8% | 1 | -38% | -2% | 5% | -31%
COc1cccc2c1Oc1ncccc1N(C(=O)CCC(=O)NCc1ccc(OC(C)C)cc1)C2 | -3%[59 µM] | 5%[57.1 µM] | 4% | -14% | 6 | -9% | -3% | 4% | -18%

Next entries follow:
SMILES | G9a block | BAZ2B inh | ALOX12 inh | GLS inh | PI4K2A block | RGS4 inhibitor | HP1b binding inh | ERG-DNA inh | JMJD2A Tudor
CC(=O)NC(Cc1c[nH]c2ccccc12)C(=O)OCC(=O)N1CCCCCC1 (stereo unspecified) | -3% | -18% | 6% | -24% | 0 | -9% | 44%[activator] | -3% | -1%[57.1 µM]
CCC(C(=O)NC1CCCCCC1)c1ccccc1 (stereo unspecified) | x | x | u | 0% | 8 | 13% | 40%[activator] | -4% | -6%
CC(C)c1ccc(OCC(=O)Nc2ccccc2C(=O)N2CCOCC2)cc1 | x | 0% | x | 0% | 3 | 24% | 8% | -4% | -15%
CCOc1ccc(N2C(=O)CC(NNc3nc4ccccc4s3)C2=O)cc1 (stereo unspecified) | 8% | -2% | 0% | 6% | 1 | 10% | 12% | 0% | -12%
COC(=O)C(NC(=O)COc1ccccc1)(Nc1nc2c(s1)CCCC2)C(F)(F)F (stereo unspecified) | u | u | -15% | -9% | -6 | -28% | -9% | 0% | u
COc1ccc(S(=O)(=O)N2CCC(C(=O)NCCOc3ccccc3F)CC2)cc1OC | -12%[12.7 µM] | 13% | 26% | 18% | 1 | -29% | 20% | 16% | -7%
CCOC(=O)C(C)n1cnc2c(nnn2-c2ccc(F)cc2)c1=O (stereo unspecified) | 13% | -4% | 25% | 1% | 0 | 1% | 40%[activator] | -3% | 0%
COc1ccc(S(=O)(=O)N2CC(C)N(C(=O)N3CCOCC3)C2)cc1 (stereo unspecified) | -5% | 11% | -1% | 7% | -4 | -4% | 3% | 9% | -13%
NC(=S)N/N=C/c1ccccc1OC(=O)/C=C/c1ccccc1 | 9% | u | 5.6µM* | 17% | 7 | -32% | -12% | -5% | u
C=CCOC(=O)C1=C[C@H](c2coc3ccccc3c2=O)[C@@H](CCCO)[C@H](OCC)O1 | -12%[59 µM] | -5% | -9% | 8% | 21 | 0% | 15% | -5% | -8%
O=C(c1ccc2c(c1)N(Cc1ccccc1)C(=O)c1ccccc1S2(=O)=O)N1CCC(Cc2ccccc2)CC1 | -1%[59 µM] | -18% | -22% | 6% | -3 | 8% | 34% | -4% | -15%
COC(=O)c1sccc1-c1ccc(C(=O)Nc2cccnc2)o1 | 66%[activator][59 µM] | -10% | -18% | 1% | -1 | -37% | 22% | -5% | -16%
CCOC(=O)c1c(NC(=O)CN2C(=O)NC3(CCCC3)C2=O)sc(C)c1CC | u | -4% | 7% | 6% | -3 | 17% | -1% | -5% | -32%
CN(C)C(=O)OCc1c(-c2ccccc2)ncc2ccccc12 | 7%[0.501 µM] | 5% | 6% | -1% | -2 | -6% | 29% | -3% | -9%
CCCCCc1nnc(NS(C)(=O)=O)s1 | -1%[59 µM] | -15% | -23% | 5% | 5 | 4% | 25% | -1% | -11%
CCOc1oc(-c2ccc(OC)cc2)nc1C(F)(F)F | -12% | 49%[activator] | -3% | -1% | 4 | 33% | 16% | -6% | 28%
CCOC(=O)c1c(C)c(C(=O)N2CCN(c3ccccc3)CC2)c(C)n1C | u | u | 2% | 11% | -4 | -5% | 6% | -9% | -28%
CC(C)CC1NC(=O)C(CC(C)C)N(CO)C1=O (stereo unspecified) | x | x | -2% | 2% | 2 | -5% | 18% | 22% | -2%
O=C(CN1C(=O)NC2(CCCC2)C1=O)Nc1ccc(OC(F)(F)F)cc1 | 37% | 9% | -5% | 10% | -2 | 4% | 34% | 0% | 5%
CN(C)/C=C1\C=C(c2ccccc2)OC1=O | 40µM* | -37% | 0% | 26% | 3 | -51% | 5% | -1% | u
O=C(O)C/C(=C\c1ccc(Cl)cc1)c1nc2ccccc2o1 | -33% | -12% | 0% | -7% | 1 | -16% | 47%[activator] | 11% | 0%[11.4 µM]
CCC(C)NC(=O)c1ccc(C)c(NC(=O)C2=C(C)OCCS2)c1 (stereo unspecified) | -5% | 10% | 34%[activator] | -11% | 4 | -4% | 26% | 9% | 0%
CC(C)c1ccc(CNc2c([N+](=O)[O-])c(=O)oc3ccccc23)cc1 | 5% | 12% | -4% | 0% | 0 | 23%[11.4 µM] | 35% | -7% | -2%
COc1cc2cc(CN(Cc3cccs3)C(=S)Nc3ccccc3)c(=O)[nH]c2cc1OC | 16%[59 µM] | -35% | -6% | 10% | 8 | -27% | 19% | -2% | -16%
CC1(C)CN(c2ccc(C(=O)c3ccccc3)cc2)C1=O | 0% | -13% | -14% | -3% | 0 | -4% | 56%[activator] | 8% | 1%
Cc1ccc(SCc2cc(=O)[nH]c(N3CCN(Cc4ccc5c(c4)OCO5)CC3)n2)cc1 | -3%[12.7 µM] | 1% | 0% | 0% | -5 | -26% | 18% | -2% | -4%
